TIM10 inh = TIM10 yeast growth inhibition; S. cerevisiae TIM10 strain growth, BacTiter-Glo luminescence, 24 h; inhibition, % at 10 µM; 330,000 compounds, 1.4% hits; AID 463195;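 active = inhibition of 40% or more at the single tested concentration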;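 note: wild-type TIM10 isogenic control strain grown at permissive 25 °C; 0% = DMSO yeast wells and 100% = minimal medium wells without yeast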
697 NFkB inh = lowers PMA/ionomycin-induced NF-kB signal in 697 B cells; inhibition, % at 4 µM; 697 B-cell NF-kB luciferase reporter, 16 h; 330,000 compounds, 0.33% hits; in the data active = inhibition above about 35%
UPR XBP1 act = adaptive UPR (XBP1) activation. CHO-XBP1 luciferase reporter, IRE1-XBP1 UPR activation, luminescence; percent of tunicamycin response, DMSO as zero. activation, % at 20 µM. 330,000 compounds, 0.33% hits;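 active = versus positive control, 20 µM dose yields 30% or more activation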;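 note: 100% = tunicamycin at 10 µg/mL and 0% = DMSO only wells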
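Material: CHO cell line with stable XBP1 luciferase reporter; schedule: 16-18 h cell attachment at 37 °C, then 6 h compound exposure; signal: glow luminescence from Steady-Glo reagent; medium: serum-containing F12 medium, 10% FBS; benchmarks: tunicamycin 10 µg/mL and vehicle-only wells; read-out: percent activation relative to tunicamycin reference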
tim10-1 inh = tim10-1 yeast growth inhibition; 330,000 compounds, 2.2% hits; inhibition, % at 20 µM; S. cerevisiae tim10-1 ts strain growth, BacTiter-Glo, 24 h;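 active = inhibition of at least 40%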;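 note: mutant grown at 25 °C; 0% = DMSO wells with yeast and 100% = wells holding no yeast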
Mdm2 MdmX PPI = human Mdm2/MdmX binding inhibition | O15151+Q00987 | SaOS-2 split-luciferase Mdm2/MdmX complementation, luminescence | inhibition, % at 8 µM | 330,000 compounds, 3% hits | AID 485346;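 active = inhibition of at least 50% at 8 µM in the primary screen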
Target sequence (O15151 whole entry, looked up): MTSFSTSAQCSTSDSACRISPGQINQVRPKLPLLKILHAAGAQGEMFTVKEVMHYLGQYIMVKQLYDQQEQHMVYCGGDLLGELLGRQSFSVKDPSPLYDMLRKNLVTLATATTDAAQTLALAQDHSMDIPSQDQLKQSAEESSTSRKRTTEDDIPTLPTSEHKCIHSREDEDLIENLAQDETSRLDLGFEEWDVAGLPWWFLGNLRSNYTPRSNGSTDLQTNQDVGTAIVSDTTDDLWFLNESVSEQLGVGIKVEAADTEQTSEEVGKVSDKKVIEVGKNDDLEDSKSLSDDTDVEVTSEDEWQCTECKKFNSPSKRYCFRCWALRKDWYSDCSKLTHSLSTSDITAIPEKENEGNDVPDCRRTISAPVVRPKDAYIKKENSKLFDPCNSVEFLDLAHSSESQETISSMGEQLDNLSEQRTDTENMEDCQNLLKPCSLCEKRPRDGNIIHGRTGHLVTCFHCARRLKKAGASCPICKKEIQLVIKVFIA
Target sequence (Q00987 whole entry, looked up): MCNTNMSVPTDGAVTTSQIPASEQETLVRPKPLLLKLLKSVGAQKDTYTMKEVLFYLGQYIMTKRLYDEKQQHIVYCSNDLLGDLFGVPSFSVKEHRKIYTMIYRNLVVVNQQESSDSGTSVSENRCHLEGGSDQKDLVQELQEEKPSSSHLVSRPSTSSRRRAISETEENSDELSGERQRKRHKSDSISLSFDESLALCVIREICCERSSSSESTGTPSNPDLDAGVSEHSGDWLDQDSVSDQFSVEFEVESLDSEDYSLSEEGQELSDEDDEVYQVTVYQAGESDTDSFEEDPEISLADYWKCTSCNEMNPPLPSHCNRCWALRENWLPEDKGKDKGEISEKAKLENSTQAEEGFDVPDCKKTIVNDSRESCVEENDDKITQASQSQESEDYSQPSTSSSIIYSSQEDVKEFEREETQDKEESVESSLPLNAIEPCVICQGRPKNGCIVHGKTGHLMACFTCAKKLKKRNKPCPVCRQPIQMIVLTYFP
Jurkat NFkB inh = lowers PMA/ionomycin-induced NF-kB signal in Jurkat cells; 330,000 compounds, 0.53% hits; PMA/ionomycin-induced NF-kB luciferase reporter, luminescence; AID 435003; inhibition, % at 4 µM; in the data active = inhibition above about 50%
tim23-1 inh = tim23-1 yeast growth inhibition. S. cerevisiae tim23-1 growth, BacTiter-Glo luminescence, 24 h. inhibition, % at 20 µM. 330,000 compounds, 1.3% hits. AID 463212;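 active = growth inhibition of the mutant yeast at or above 50%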;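 note: temperature-sensitive mutant grown at 25 °C; plate controls were DMSO-treated mutant yeast for no effect and medium wells lacking yeast for full effect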
UPR CHOP act = apoptotic UPR (CHOP) activation; CHO-CHOP luciferase reporter, luminescence; percent of tunicamycin response over DMSO baseline; activation, % at 10 µM; 330,000 compounds, 0.34% hits; AID 449763;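 active = at 10 µM dose, activation of 40% or more, normalized to positive control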;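 note: 100% = tunicamycin at 10 µg/mL and 0% = DMSO alone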
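System: CHO CHOP reporter cells. Amount: 500 cells per well. Buffer or medium: F12 medium, 10% FBS. Compound dosing: one dose, 10 µM in 0.5% DMSO. Incubation: 6 h compound exposure at 37 °C after overnight seeding. Technique: Steady-Glo luciferase luminescence. Benchmarks: tunicamycin and DMSO controls.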
Starred values were filed as active, the others as inactive.

entry	Molecule	tim23-1 inh	Jurkat NFkB inh	TIM10 inh	tim10-1 inh	UPR CHOP act	697 NFkB inh	Mdm2 MdmX PPI	UPR XBP1 act
1	CCC(CO)Nc1nc(CN2CCCCC2)nc2scc(-c3ccccc3)c12 (stereo not drawn)	-8	-1	13	18	0.2	-5	25	1
2	O=C(c1ccc(CS(=O)(=O)c2ccc(Br)cc2)o1)N1CCCCCC1	16	15	11	11	3.9	4	15	-6
3	CCN1C(=O)[C@@H]2[C@@H](c3ccc(-c4ccc(OC)cc4)c(OC)c3)N3CCCC[C@@]3(C(=O)OC)[C@@H]2C1=O	3	-60	10	-11	1.8	-58	25	-1
4	CC(=O)NCC(=O)N(C)C(C(=O)Nc1ccc2c(c1)OCCO2)c1ccccc1 (stereo not drawn)	3	-15	6	6	-0.7	2	14	1
5	COc1ccccc1NC(=O)CSc1nnc(-c2ccc(NC(C)=O)cc2)n1C	-4	2	2	-14	-0.3	22	36	-2
6	Cc1cc(NC(=O)COC(=O)CCNS(=O)(=O)c2c(Cl)cccc2Cl)no1	-5	0	-17	0	-1.6	2	2	-3
7	O=C(Nc1cc(=O)[nH]c2ncnn12)c1ccccc1F	-4	6	1	7	-1.7	20	-38	0
8	O=C(NNC(=O)C1CCN(Cc2ccc(Cl)c(Cl)c2)CC1)c1cccs1	5	12	3	-15	-0.5	15	-7	-2
9	O=C(OCC(=O)N1CCN(C(=O)c2ccco2)CC1)C1=COCCO1	7	-9	-4	1	-0.5	-14	-9	-3
10	CC1CCN(C(=O)c2ccc(-n3cnnn3)cc2)CC1	-1	12	-16	3	-0.2	6	8	-1
11	O=C(CN(Cc1ccccc1)S(=O)(=O)c1ccc(F)cc1)NCc1ccncc1	12	-9	-10	-7	2.7	-2	11	1
12	Cc1nn2cc(-c3ccc(-c4ccccc4)cc3)nc2s1	-14	-107	-21	-30	-0.6	-331	-96	-5
13	C=CCNc1cc(=O)n(Cc2ccccc2)c(=O)[nH]1	5	-6	-11	-10	3.5	-4	-4	-2
14	CN(C)C(=O)N1CCCC(C(=O)NCc2ccccc2)C1 (stereo not drawn)	1	9	-4	-10	-1.5	11	14	-2
15	CC(=O)NC(CCS(C)(=O)=O)C(=O)Nc1ccc(Cl)c(Cl)c1 (stereo not drawn)	4	7	4	6	0.1	10	31	-1
16	C/C(=C/c1ccccc1)C(=O)N1CCN(c2ccccc2)CC1	32	-20	11	16	3.1	-11	-3	-6
17	O=C(NN=C(c1ccccc1)c1ccccn1)c1ccccc1	48	45	11	11	19	-30	91*	-1
18	O=C(Cn1nnc(-c2ccccc2)n1)N/N=C/c1cc([N+](=O)[O-])c(Cl)cc1Cl	11	4	2	10	1.8	8	-25	-1
19	COC(=O)c1ccc(CC(=O)c2c(C)cc(O)cc2O)o1	1	-10	1	18	0.2	-10	7	0
20	Cc1cccc(NC(=O)CSCC(=O)Nc2cccc3ncccc23)c1	13	11	2	-4	2.3	3	7	-1
21	CC(C)c1ccc(-c2nnc(SCC(=O)NC3CC3)n2C)cc1	0	-30	-5	7	-0.8	-4	22	-5
22	Cc1nc(-c2ccc(-n3nncc3-c3ccco3)cc2)cs1	23	-7	7	12	1.1	19	20	2
23	Cc1noc(C)c1NC(=O)N(C)C[C@H]1Oc2ccc(NC(=O)NC(C)C)cc2C(=O)N([C@H](C)CO)C[C@@H]1C	0	-11	1	-6	0.9	10	1	0
24	O=C(O)CCc1ccc(-c2ccc(F)cc2)n1CCC(=O)O	8	15	11	14	-1.0	9	17	-3
25	O=C1NC(=S)S/C1=C/c1ccc(Oc2cnccn2)cc1	2	-4	-11	10	-0.8	-13	-3	2
26	Cc1cc(N2CCN(c3ccc(C(F)(F)F)cc3[N+](=O)[O-])CC2)c2ccccc2n1	33	-2	39	32	3.3	-81	34	-2
27	Cc1ccc2c(c1)N(C(=O)CCC(=O)Nc1ccccc1Cl)CC(C)O2 (stereo not drawn)	30	-1	-4	21	-0.2	16	19	-1
28	COC(=O)Cn1ncn2c(cc3oc(C)cc32)c1=O	1	-20	-11	10	0.9	-25	3	0
29	Cc1ccc(NS(=O)(=O)c2ccc3c(c2)CCC(=O)N3)cc1	2	-1	-3	-4	-0.5	14	21	-1
30	COc1cccc(CN2CCCCC2C(=O)O)c1 (stereo not drawn)	4	8	10	7	0.3	0	10	-4
31	CCCCN(CC)CCNC(=O)c1cc2c(=O)n(C)c3ccccc3c2s1	12	-80	0	18	1.3	-18	37	4
32	CCc1c(C(=O)OCc2ccccc2)[nH]c(C)c1C	21	-35	3	6	8.0	-68	-27	2
33	Cc1ccc(SCC(=O)NCc2cccnc2)cc1	9	-6	-13	9	-1.0	-25	-11	-1
34	Cc1ccc(NCc2nnc(SCC(=O)N3CCCc4ccccc43)o2)c(C)c1	5	-9	6	37	-0.7	13	8	2
35	CC(=O)c1cc(C#N)c(SCC(=O)OC(C)C)nc1C	15	-27	-4	12	-1.0	8	-18	0
36	COCCn1c(Cc2ccccc2)nnc1SCC(=O)Nc1oc(C)c2c(C)n[nH]c(=O)c12	2	17	-4	-2	-1.8	13	7	1
37	COC(=O)Nc1nnc(CC(=O)Nc2ccccc2C)s1	-3	-5	8	-3	-1.1	-12	-7	-1
38	O=C(NCCCO)/C(=C/c1ccco1)NC(=O)c1ccc(Br)o1	11	-3	-3	2	-1.1	-1	4	5
39	CCOc1ccc(NC(=O)CN(C)C(=O)Cn2c(=O)cnc3ccccc32)cc1OCC	-2	4	11	-9	-0.7	-3	-4	0
40	CC(C)(C)NC(=O)CSc1nc2scc(-c3ccccc3)c2c(=O)[nH]1	0	12	11	21	1.1	22	-4	0
41	COc1ccc(C2NC(=O)c3sc(=S)n(-c4ccccc4)c3N2)cc1 (stereo not drawn)	-26	-15	-16	-8	-4.2	-18	-4	0
42	Cc1sc2nc(-c3ccccn3)[nH]c(=O)c2c1-c1ccccc1	11	-27	7	3	20	-62	57*	26
43	O=C(Nc1ccncc1)c1ccc(S(=O)(=O)Nc2ccccc2)cc1	12	0	-7	20	-2.4	-19	16	-2
44	CNc1c([N+](=O)[O-])ncn1C	-7	-12	-1	-13	2.2	3	-13	-2
45	O=S(=O)(Nc1ccccc1Cl)c1ccc2[nH]c(=S)oc2c1	-2	13	6	-11	2.2	11	2	0
46	Cc1c(C)n(C)c2ccc(C(=O)NCCCN3CCN(c4ccc(F)cc4)CC3)cc12	8	11	14	11	-0.6	-26	-5	0
47	COc1ccc(S(=O)(=O)N(CC(=O)NC(C)C)Cc2ccccc2)cc1	14	4	13	27	0.9	4	-15	0
48	S=C(NCc1ccco1)Nc1ccc(N2CCOCC2)cc1	3	1	1	-9	3.2	-12	-21	-3
49	O=C(CSc1nc(C(F)(F)F)cc(=O)[nH]1)Nc1ccc2c(c1)OCCO2	12	24	12	8	2.2	-6	11	-1
50	O=S(=O)(c1ccc(N2CCN(Cc3ccc4c(c3)OCO4)CC2)nc1)N1CCOCC1	18	0	12	0	-0.9	-3	3	-5
51	CCOC(=O)C1=C(C)NC2=C(C(=O)CCC2)C1c1cccs1 (stereo not drawn)	6	-1	2	0	0.4	12	2	-3
52	COc1ccccc1-n1c2c(cc(C(=O)N3CCC(C)CC3)c1=O)C(=O)CC(C)(C)C2	18	8	14	19	-0.4	-8	-7	4
53	COc1ccc(NC(=O)CN(C)S(=O)(=O)c2ccc3c(c2)n(C)c(=O)c(=O)n3C)cc1	17	6	4	20	-1.4	-8	19	-2
54	O=C(COc1ccc(F)cc1F)NNC(=O)Nc1cccc([N+](=O)[O-])c1	13	-4	12	7	0.1	-25	1	-7
55	CCOC(=O)CN(C(=O)c1ccccc1[N+](=O)[O-])C(C)(C)C	-5	-10	0	6	0.5	12	23	-1
56	Cc1cccc(NC(=O)c2nc[nH]c2C(=O)N2CCN(c3ccccc3)CC2)c1	22	5	4	20	1.1	7	-14	-3

In another format: results already given.
40. CC(C)(C)NC(=O)CSc1nc2scc(-c3ccccc3)c2c(=O)[nH]1
41. COc1ccc(C2NC(=O)c3sc(=S)n(-c4ccccc4)c3N2)cc1 (stereo not drawn)
42. Cc1sc2nc(-c3ccccn3)[nH]c(=O)c2c1-c1ccccc1
43. O=C(Nc1ccncc1)c1ccc(S(=O)(=O)Nc2ccccc2)cc1
44. CNc1c([N+](=O)[O-])ncn1C
45. O=S(=O)(Nc1ccccc1Cl)c1ccc2[nH]c(=S)oc2c1
46. Cc1c(C)n(C)c2ccc(C(=O)NCCCN3CCN(c4ccc(F)cc4)CC3)cc12
47. COc1ccc(S(=O)(=O)N(CC(=O)NC(C)C)Cc2ccccc2)cc1
entry no. | 40 | 41 | 42 | 43 | 44 | 45 | 46 | 47
tim23-1 inh | 0 | -26 | 11 | 12 | -7 | -2 | 8 | 14
Jurkat NFkB inh | 12 | -15 | -27 | 0 | -12 | 13 | 11 | 4
TIM10 inh | 11 | -16 | 7 | -7 | -1 | 6 | 14 | 13
tim10-1 inh | 21 | -8 | 3 | 20 | -13 | -11 | 11 | 27
UPR CHOP act | 1.1 | -4.2 | 20 | -2.4 | 2.2 | 2.2 | -0.6 | 0.9
697 NFkB inh | 22 | -18 | -62 | -19 | 3 | 11 | -26 | 4
Mdm2 MdmX PPI | -4 | -4 | 57* | 16 | -13 | 2 | -5 | -15
UPR XBP1 act | 0 | 0 | 26 | -2 | -2 | 0 | 0 | 0

48. S=C(NCc1ccco1)Nc1ccc(N2CCOCC2)cc1
49. O=C(CSc1nc(C(F)(F)F)cc(=O)[nH]1)Nc1ccc2c(c1)OCCO2
50. O=S(=O)(c1ccc(N2CCN(Cc3ccc4c(c3)OCO4)CC2)nc1)N1CCOCC1
51. CCOC(=O)C1=C(C)NC2=C(C(=O)CCC2)C1c1cccs1 (stereo not drawn)
52. COc1ccccc1-n1c2c(cc(C(=O)N3CCC(C)CC3)c1=O)C(=O)CC(C)(C)C2
53. COc1ccc(NC(=O)CN(C)S(=O)(=O)c2ccc3c(c2)n(C)c(=O)c(=O)n3C)cc1
entry no. | 48 | 49 | 50 | 51 | 52 | 53
tim23-1 inh | 3 | 12 | 18 | 6 | 18 | 17
Jurkat NFkB inh | 1 | 24 | 0 | -1 | 8 | 6
TIM10 inh | 1 | 12 | 12 | 2 | 14 | 4
tim10-1 inh | -9 | 8 | 0 | 0 | 19 | 20
UPR CHOP act | 3.2 | 2.2 | -0.9 | 0.4 | -0.4 | -1.4
697 NFkB inh | -12 | -6 | -3 | 12 | -8 | -8
Mdm2 MdmX PPI | -21 | 11 | 3 | 2 | -7 | 19
UPR XBP1 act | -3 | -1 | -5 | -3 | 4 | -2

(cont.)
entry	Molecule	tim23-1 inh	Jurkat NFkB inh	TIM10 inh	tim10-1 inh	UPR CHOP act	697 NFkB inh	Mdm2 MdmX PPI	UPR XBP1 act
57	Cc1nc2sc(C(c3cccs3)N3CCN(c4cccc(Cl)c4)CC3)c(O)n2n1 (stereo not drawn)	15	15	1	10	0.2	3	6	-3
58	CCc1nnc(NC(=O)c2c(O)c3c([nH]c2=O)CCCC3)s1	-9	-19	-21	1	5.1	-15	-26	3
59	CCOC(=O)/C=C/C(=O)Nc1ccc(S(=O)(=O)N2CCCCCC2)cc1	39	-5	29	44*	-0.2	31	15	-1
60	O=C(c1ccc(F)cc1)c1cn(Cc2ccc(F)cc2)c2cc3c(cc2c1=O)OCCO3	13	8	-1	13	0.1	13	6	-2
61	CCCCCCCCCCS(=O)(=O)N/N=C/c1ccc([N+](=O)[O-])cc1	17	2	2	11	2.0	10	3	-1
62	CN(C)c1ccc(-c2nnc(-c3ccccc3F)o2)cc1	32	-174	3	-19	-0.6	-208	-148	-3

High-throughput results deposited in PubChem by Sanford-Burnham Center for Chemical Genomics.
